# F-actin modifier: cytoskeleton assembly modification | HUVEC TNFa F-actin phalloidin imaging, high content | inhibition, % at 2 µM | 91,000 compounds, 0.18% hits | AID 836;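 active means inhibition above the batch mean plus 3 SD and confirmed as a hit by visual image inspection, cut at about 30% in these data, passing the limit was not always enough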; further: strong numbers were not always called active
# HUVEC tox IL1B: toxic to HUVEC cells under IL-1B stimulation | HUVEC cell count loss, Hoechst imaging, IL-1B stimulated | cell count reduction, % at 2 µM | 94,000 compounds, 0.41% hits | AID 845;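 active means cell count reduction more than 3 SD above the screen-wide mean, cut at about 70% in these data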;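 further: normalized per plate to untreated control cells as the no-loss baseline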
# Smad3 inh: Smad3 (human) transcription factor binding inhibition. TR-FRET Smad3/Dy647-FoxH1 peptide binding, europium anti-His. inhibition, % at 25 µM. 88,000 compounds, 0.29% hits;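 active means compounds that reduce the energy-transfer binding signal between the protein and its labelled peptide by more than half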;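 further: 0% = Smad3 plus labelled peptide maximal FRET and 100% = peptide-only background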
# Target sequence (P84022 whole entry, looked up): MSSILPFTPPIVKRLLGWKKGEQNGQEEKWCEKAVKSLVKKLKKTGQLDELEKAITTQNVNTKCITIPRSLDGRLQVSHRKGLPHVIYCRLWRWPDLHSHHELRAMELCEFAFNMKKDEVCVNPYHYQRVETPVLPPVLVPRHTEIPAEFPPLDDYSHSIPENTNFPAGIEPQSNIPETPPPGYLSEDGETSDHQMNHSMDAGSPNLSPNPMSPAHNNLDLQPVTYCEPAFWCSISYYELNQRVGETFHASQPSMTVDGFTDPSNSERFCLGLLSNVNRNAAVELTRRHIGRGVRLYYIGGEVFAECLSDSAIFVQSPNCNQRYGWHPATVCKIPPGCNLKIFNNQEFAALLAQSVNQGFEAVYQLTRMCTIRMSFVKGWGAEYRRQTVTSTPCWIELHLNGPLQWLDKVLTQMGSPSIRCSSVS
# VCAM1 TNFa inh: reduces TNF alpha induced VCAM1 expression in HUVEC. 95,000 compounds, 0.48% hits. inhibition, % at 2 µM. HUVEC TNFa-induced VCAM-1 immunofluorescence, high-content imaging. AID 802;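 active means inhibition above the batch mean plus 3 SD, with images confirmed as a hit by eye, cut at about 37% in these data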;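 further: 0% = TNF-stimulated DMSO wells and 100% = unstimulated control wells; not every result past the cut was called active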
# PTK2B oligo ant: Pyk2 (human) oligomerization antagonism; z-score (the deposit names both 25 µM and 10 µM); AID 1347419; Q14289; Q293 cells, Pyk2 FERM NanoBiT luminescence; hits give low values; 99,000 compounds, 0.83% hits;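 active means Z-score of -3 or lower, scaled per plate to the spread of control and sample wells; inactive means z-score above -3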;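 further: negative z-score means lost luminescence so less FERM oligomerization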
# HUVEC inhibit: human endothelial cell proliferation inhibition; HUVEC proliferation, CellTiter-Glo luminescence, 72 h; hits give low values; viability, % at 10 µM (by protocol); 86,000 compounds, 1.1% hits; AID 648;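 active means viability at or below 30%; inactive means viability above 30%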;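 further: 100% = median luminescence of DMSO-only cell control wells on each plate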
# HUVEC tox TNFa: HUVEC cytotoxicity counter-screen, TNF alpha stimulated; HUVEC TNFalpha-stimulated, Hoechst cell count, imaging; cell count reduction, % at 2 µM; 93,000 compounds, 0.17% hits; AID 848;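 active means cell count reduction exceeding the screen mean by over 5 SD, scaled to untreated wells per plate, cut at about 78% in these data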;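 further: cells counted after 24 h of TNF alpha exposure following the 1 h pretreatment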
# Lung fibro prol: blocks proliferation of human lung fibroblasts | LL 47 human lung fibroblast viability, ATP luminescence; hits give low values | viability, % at 10 µM | 85,000 compounds, 1.1% hits | AID 719;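 active means viability at or below 50% in the single dose screen; inactive means viability above 50%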;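 further: compound exposure lasted 72 h before the ATP readout; 100% = median luminescence of untreated cell-only wells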
#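 Signal: luminescent ATP detection, CellTiter-Glo; assay system: LL 47 human lung fibroblasts; input: 1,150 cells/well; incubation: overnight cell rest, 72 h compound treatment at 37 °C; measure: % viability versus median cells-only luminescence; medium: IMEM growth medium with 15% fetal bovine serum; dosing: compound addition at 0.1% DMSO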
# H69AR growth 86K: blocks growth of human H69AR lung tumor cells | AID 598 | viability, % at 10 µM | 85,000 compounds, 6% hits | H69AR lung tumor viability, ATP luminescence, 72 h; hits give low values;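 active means viability at or below 40%; inactive means viability above 40%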;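 further: multidrug resistant small cell line overexpressing MRP-1 efflux transporter; 100% = mean luminescence of untreated control wells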
# Active calls of the source: *; x = no result given; [ ] = remark or other dose.
SMILES,F-actin modifier,HUVEC tox IL1B,Smad3 inh,VCAM1 TNFa inh,PTK2B oligo ant,HUVEC inhibit,HUVEC tox TNFa,Lung fibro prol,H69AR growth 86K
O=C(Nc1ccc2c(c1)OCO2)NC1(C(F)(F)F)Oc2ccccc2O1,11,2,15,17,0.44,80,0,93,26*
Cc1cccc(C)c1NC(=O)CSc1nc2ccccc2c(=O)[nH]1,16,-2,-1,20,0.73,80,-39,95,85
Clc1ccccc1SCc1nc2ccccc2[nH]1,-36,-3,x,2,-1.4,x,-24,x,x
COC(=O)c1ccc(NS(=O)(=O)c2ccc(OC)cc2)cc1,0,-44,-5,2,-0.69,119,-1,111,107
Cc1c(Cl)cccc1NC(=O)CSc1ncnc2c1cnn2CCc1ccccc1,-16,5,x,-6,0.03,x,-14,x,x
CC(=O)c1ccc(NC(=O)C2CCCNC2=O)cc1 (stereo not drawn),x,x,1,x,0.01,104,x,99,101
CC1Cc2ccccc2N1C(=O)CSC1=NCCS1 (stereo not drawn),4,-32,-19,-62,-0.15,96,-42,102,46
COc1cccc(-c2nc3n(n2)C(c2ccccc2Cl)C(C(N)=O)=C(C)N3)c1 (stereo not drawn),-2,-16,4,24,x,92,-9,102,92
COc1nnc(-c2ccc(N3CCCCC3)c(N)c2)c2ccccc12,14,-45,x,18,-0.48,x,-25,x,x
CCc1nnc(-n2nc(C)cc2-c2ccccc2)n1N,3,95*,14,16,-0.34,105,1,102,82
CC(C)(C)n1nnnc1C(c1cccs1)N1CCCC2(CCCCC2)C1 (stereo not drawn),7,7,x,-4,-1.1,x,-2,x,x
CCCCn1c(-c2ccsc2)nc2c1c(=O)[nH]c(=O)n2CCC,6,-12,4,-1,-1.3,83,-16,96,76
CCCOC(=O)C1=C(C)NC2=C(C(=O)C(C(=O)OC)C(C)C2)C1c1ccc(N(C)C)cc1 (stereo not drawn),5,-21,15,4,-0.55,110,-39,102,99
CC(C)Oc1ccc(NC(=O)C2CCCNC2=O)cc1 (stereo not drawn),-12,7,5,26,0.16,94,-12,99,99
CCc1ccc2[nH]c(=O)c(CN(Cc3ccc(OC)cc3)Cc3nnnn3CCOC)cc2c1,x,x,-1,x,-0.01,94,x,92,55
CN(C)S(=O)(=O)c1cccc(-c2nnc(SCc3ccc4c(c3)OCCO4)o2)c1,x,x,9[fluorescence artefact?],x,-0.31,100,x,87,88
CCN(CCO)C1CC(=O)N(c2ccccc2C)C1=O (stereo not drawn),-14,-12,-13,17,0.69,104,-13,95,96
CCOC(=O)N1CCN(C(=O)C2CCCCC2)CC1,-4,19,4,16,-0.39,103,-20,104,89
CC1CCCN(C(=O)C2CCN(CC3CC=CCC3)CC2)C1 (stereo not drawn),0,13,-7,-8,-0.1,99,-21,104,92
Cc1cc([N+](=O)[O-])nn1CC(=O)N1CCc2ccccc2C1,22,0,x,-38,1.6,x,3,x,x
CCOc1ccc(N(CC(=O)NCC2CCCO2)S(=O)(=O)c2ccc(SC)cc2)cc1 (stereo not drawn),0,-2,6,2,-0.41,98,-19,99,102
CC(=O)N=c1cccc(NC(C)=O)n1O,x,-63,-13,-7,0.33,107,-33,99,89
COc1cc(/C=C(/NC(=O)c2ccccc2)C(=O)Nc2ccccc2)c([N+](=O)[O-])cc1OC,-24,2,x,-1,-0.14,x,3,x,x
c1ccn2c(Cc3nnc4ccccn34)nnc2c1,23,-14,x,-7,-0.02,x,-34,x,x
Cc1ccc(N2CC(C(=O)N3CCc4ccccc43)CC2=O)cc1 (stereo not drawn),-3,13,-12,14,-0.17,87,-11,97,95
O=C(Oc1cccc2ccccc12)c1ccco1,47,-9,13,6,-0.19,85,-12,95,64
CCn1c(SCc2nc3ccccc3s2)nnc1-c1ccccc1,1,-5,5,-1,0.28,90,-8,91,68
COC(=O)c1ccccc1NC(=O)N1CCN(C(=O)c2ccco2)CC1,x,x,7[fluorescence artefact?],x,0.35,92,x,102,91
N#C/C(=C\c1ccco1)Sc1nc2ccccc2s1,0,-4,-6[fluorescence artefact?],26,-0.64,77,14,95,105
O=C(C1CCCN(S(=O)(=O)c2ccccc2)C1)N1CCN(c2ncccn2)CC1 (stereo not drawn),-6,-42,2,-10,0.07,78,-5,102,97
COc1cccc(-n2nnc3c(=O)n(CC(=O)NC4CCCC4)cnc32)c1,9,27,-3,-10,-0.36,97,-26,96,77
CSc1nc2ccccc2n1C(=O)NC1CCCCC1,10,-68,6,11,0.38,95,-26,100,57
Cc1ccccc1NC(=O)CCN1CCN(C/C=C/c2ccccc2)CC1,28,-21,0,6,-1.2,97,-10,94,89
O=C(c1ccccn1)N1CCN(c2ccc(C(F)(F)F)cn2)CC1,-4,-32,x,11,-0.51,x,9,x,x
O=C1CSC(c2ccccn2)N1c1cccc(Cl)c1 (stereo not drawn),x,x,1,x,0.23,105,x,104,98
O=C(/C=C/c1ccco1)NC(=S)NNC(=O)c1ccco1,-16,4,4[fluorescence artefact?],0,-0.03,28*,-21,92,62
O=C(c1ccsc1)N1CCN(C(=O)c2cccs2)CC1,-23,78*,0,13,0.24,109,-12,103,101
Cn1c(NC(=O)c2ccco2)c(-c2ccc(Cl)cc2)c(=O)c2ccccc21,9,7,6,-3,0.17,83,4,104,95
COc1ccccc1NC(=O)c1ccc(CN2CCOCC2)cc1,x,x,-12,x,0.26,93,x,109,94
CCOC(=O)c1ccc(NC(=O)Nc2ccc3c(c2)OCCO3)cc1,28,8,4,-8,-1,91,-25,103,64
CN(C)C(CNS(=O)(=O)c1ccc(F)cc1)c1cccnc1 (stereo not drawn),21,7,3,5,x,98,-23,91,93
O=S(=O)(c1ccc(F)cc1)N1CCN(Cc2ccccc2C(F)(F)F)CC1,x,x,4,x,-2.1,102,x,107,94
CC(NCc1ccccc1)C1COc2ccccc2O1 (stereo not drawn),-1,10,9,-18,1.2,109,-32,99,100
Cn1nnc2c(NCc3ccco3)nccc21,-4,-25,-5,-2,0.42,102,-20,107,89
CC(C)CC(C(=O)Nc1oc(-c2ccccc2)c(-c2ccccc2)c1C#N)N1C(=O)c2ccccc2C1=O (stereo not drawn),2,-5,0,8,-3.7*,82,-20,89,91
Cn1c(=O)oc2cc(S(=O)(=O)N3CCCC(C(=O)NC4CCCc5ccccc54)C3)ccc21 (stereo not drawn),-3,-4,-1,10,x,93,-34,82,61
CCn1cc(C(=O)N2CC(C)CC(C)C2)c(=O)c2cc(S(=O)(=O)N3CCOCC3)ccc21 (stereo not drawn),28,-13,-6,8,0.82,100,8,97,80
Cn1c(=O)c2cn(-c3ccc4c(c3)OCCO4)cc2n(C)c1=O,13,-34,-6,8,0,82,-16,103,74
O=C(c1cccc(N2C(=O)C3CC=CCC3C2=O)c1)N1CCN(c2ccccc2)CC1 (stereo not drawn),x,-5,-1,x,-0.02,99,x,93,106
CCn1c(CC(=O)Nc2ccccc2F)nnc1SCC(=O)N1CCN(c2ccccc2)CC1,-4,-11,2,-7,-0.1,100,-8,103,92
O=C(Oc1ccc(OC(=O)c2ccco2)c(S(=O)(=O)c2ccc(Br)cc2)c1)c1ccco1,25,-1,x,4,-0.25,x,12,x,x
Cc1nnc2sc(-c3ccc(NC(=O)c4ccc(-c5ccc(Cl)cc5Cl)o4)cc3)nn12,-6,-148,-185,-11,0.63,28*,-11,59,8.2*
COc1ccc(C(C)=O)c(OC(=O)c2ccc(OC)c(OC)c2)c1,9,-9,6,-4,0.19,98,6,96,107
Brc1ccc(NC2=Nc3ccccc3CC2)cc1,-11,-10,13,2,-0.1,85,14,101,79
Cc1nc(C)c(C(=O)NCc2ccccc2Cl)o1,-2,5,2,16,1.2,104,-5,98,102
CCOC(=O)C1CSc2[nH]c(=O)sc2C1c1ccccc1 (stereo not drawn),-15,2,-1,18,0.53,112,6,99,151
CCOc1ccccc1N1CCN(C(=O)C(Sc2ccccc2)c2ccccc2)CC1 (stereo not drawn),18,-4,x,7,-1.5,x,1,x,x
Cc1ccc(NC(=O)c2ccc(CSc3nnnn3C)cc2)cc1,-6,-11,x,0,0.71,x,-15,x,x
Nc1sccc1C(=O)c1ccc(Cl)cc1,30,-38,-4,92*,0.6,88,-62,95,86
CC(C)NC(=O)COC(=O)c1ccc(NS(=O)(=O)c2ccc3c(c2)OCCO3)cc1,-15,6,x,6,0.05,x,-22,x,x

# Complete entries from above. Values in the order: F-actin modifier	HUVEC tox IL1B	Smad3 inh	VCAM1 TNFa inh	PTK2B oligo ant	HUVEC inhibit	HUVEC tox TNFa	Lung fibro prol	H69AR growth 86K
# O=C(C1CCCN(S(=O)(=O)c2ccccc2)C1)N1CCN(c2ncccn2)CC1 (stereo not drawn) is entered as -6	-42	2	-10	0.07	78	-5	102	97
# CCOC(=O)C1CSc2[nH]c(=O)sc2C1c1ccccc1 (stereo not drawn) is entered as -15	2	-1	18	0.53	112	6	99	151

# Additional compounds:
SMILES,F-actin modifier,HUVEC tox IL1B,Smad3 inh,VCAM1 TNFa inh,PTK2B oligo ant,HUVEC inhibit,HUVEC tox TNFa,Lung fibro prol,H69AR growth 86K
COc1ccc(C2CC(=O)Nc3cc(C)c(C)cc32)c(OC)c1OC (stereo not drawn),-11,-3,2,12,-1.9,92,-20,91,79
COC(=O)c1cc(Br)c(=O)n(Cc2cccnc2)c1,-14,-22,-2,9,0.96,83,-8,89,95
Cc1ccc(N(CC(=O)Nc2ccccc2C(=O)NCc2ccco2)S(=O)(=O)c2ccccc2)cc1C,-1,9,x,-9,-1.8,x,-16,x,x
COc1ccccc1NS(=O)(=O)c1ccc(Br)s1,12,-10,x,-11,-0.65,x,-21,x,x
CN(CC(CC(=O)Nc1nncs1)c1ccccc1)S(=O)(=O)c1ccc(Br)cc1 (stereo not drawn),-3,-2,-2,-3,x,93,4,104,82

# Structures above containing two or more sulfur atoms:
SMILES,F-actin modifier,HUVEC tox IL1B,Smad3 inh,VCAM1 TNFa inh,PTK2B oligo ant,HUVEC inhibit,HUVEC tox TNFa,Lung fibro prol,H69AR growth 86K
CC1Cc2ccccc2N1C(=O)CSC1=NCCS1 (stereo not drawn),4,-32,-19,-62,-0.15,96,-42,102,46
CN(C)S(=O)(=O)c1cccc(-c2nnc(SCc3ccc4c(c3)OCCO4)o2)c1,x,x,9[fluorescence artefact?],x,-0.31,100,x,87,88
CCOc1ccc(N(CC(=O)NCC2CCCO2)S(=O)(=O)c2ccc(SC)cc2)cc1 (stereo not drawn),0,-2,6,2,-0.41,98,-19,99,102
CCn1c(SCc2nc3ccccc3s2)nnc1-c1ccccc1,1,-5,5,-1,0.28,90,-8,91,68
N#C/C(=C\c1ccco1)Sc1nc2ccccc2s1,0,-4,-6[fluorescence artefact?],26,-0.64,77,14,95,105
O=C(c1ccsc1)N1CCN(C(=O)c2cccs2)CC1,-23,78*,0,13,0.24,109,-12,103,101
CCOC(=O)C1CSc2[nH]c(=O)sc2C1c1ccccc1 (stereo not drawn),-15,2,-1,18,0.53,112,6,99,151
COc1ccccc1NS(=O)(=O)c1ccc(Br)s1,12,-10,x,-11,-0.65,x,-21,x,x
CN(CC(CC(=O)Nc1nncs1)c1ccccc1)S(=O)(=O)c1ccc(Br)cc1 (stereo not drawn),-3,-2,-2,-3,x,93,4,104,82

# These rows are one share of the data; the hit share may differ from the screen's.
